Nrf2 block: blocks Nrf2 signaling; A549 ARE-Fluc reporter, luciferase luminescence, 18-24 h; Potency, µM (titrated, usually from 46 µM), for the others: top-dose activity change, negative = inhibition, hits mostly inhibitors; actives 2.1% (n = 360,000); AID 504444; note: potency is the fitted concentration of half-maximal effect; % is set by controls: 0 for no effect and ±100 for the full control effect; nearly all actives have a fitted effect of over 60% in size
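In this cell-based qHTS, ARE-driven firefly luciferase in A549 cells reports Nrf2 activity; the luminescent signal after BugLite lysis is the measured value, with a prior CellTiter-Fluor read for cell health.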
A549 viability: kills or reduces viability of A549 cells in Nrf2 counter-screen | Potency, µM (doses to about 46 µM), for the others: at the top dose activity change, negative = cytotoxicity, most hits filed as inhibitors | A549 ARE-Fluc cells, CellTiter-Fluor viability, 18-24 h | actives 0.16% (n = 390,000); note: potency is the fitted concentration of half-maximal effect; % is set by controls: 0 for no effect and ±100 for the full control effect
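A549 ARE-Fluc cells in 5% FBS OPTI-MEM, 5000 cells/well, rested 2 h then exposed to compounds in concentration-response for 18-24 h at 37 °C. Viability by CellTiter-Fluor fluorescence (Ex 405/Em 525) after 30 min; luciferase luminescence (BugLite, 15 min, RT) read afterwards.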
pAkt inh: inhibitors of Akt phosphorylation. actives 0.32% (n = 360,000). Neuro2A IGF-stimulated pAkt S473 HTRF, 20 min; stronger effect = lower value. activity change, % for hits at 50 µM. AID 651550; in the data active = activity change below about -80%; inconclusive = mostly about -51% to -80%; note: % is set by controls: 0 for no effect and ±100 for the full control effect
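Neuro2A cells (4,500/well, DMEM with 0.5% FBS) were treated with compound at a single 50 µM final concentration, stimulated with 6 nM IGF for 20 min at 37 °C, and lysed. Phospho-Akt Ser473 was read by HTRF as 665/615 ratio ×10^4.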
CCT chaperon mod: changes cytosolic chaperonin activity. purified chaperonin ATPase assay, HTRF ADP detection, 30 min. actives 0.3% (n = 360,000). activity change, % (no concentration beside the values), hits read low; in the data active = activity change below about -30%; note: % is set by controls: 0 for no effect and ±100 for the full control effect
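We incubate TRiC, 40 or 20 nM final, with library compounds at 76 uM and 10 uM ATP for 30 min at 37 °C. ADP formed is detected with Transcreener HTRF reagents after 30 min at room temperature.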
HepG2 viability: HepG2 cytotoxicity, counter-screen for TGF-b inhibitors | actives 0.76% (n = 410,000) | Potency, µM (top dose mostly 46.1 µM), for inactives: at the highest dose activity change, negative = cytotoxicity, hits mostly cytotoxic | HepG2 CAGA-GFP viability, ATP luminescence, 18 h; note: potency is the fitted concentration of half-maximal effect; some results filed as inactive show a strong effect at the top dose
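CellTiter-Glo luminescence gave cytotoxicity after 18 hours at 37 degrees C. The cells were HepG2 CAGA-GFP in 1% FBS DMEM, stimulated with 500 pg/mL TGF-beta after compound addition. %Activity was normalised to no-cell wells (complete cell-killing) and DMSO (no toxicity), and curves were fitted and classified.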
S2 tox: viability counter-screen for ATXN expression inhibitors | S2 cells (HEK-293 line with an ATXN2-luciferase reporter) viability, CellTiter-Fluor protease fluorescence, 24 h | Potency, µM (titrated, usually from 56.7 µM), usual class: cytotoxic | actives 0.49% (n = 400,000) | AID 651635; note: potency is the fitted concentration of half-maximal effect; nearly all actives have a fitted effect of over 40% in size
MmCpn inh: blocks the Methanococcus maripaludis chaperonin Mm-Cpn; purified Mm-Cpn ATPase, ADP Transcreener TR-FRET; Potency, µM (doses to about 76.9 µM), for inactives: top-dose activity, negative = inhibition, hits mostly inhibitors; actives 0.031% (n = 330,000); AID 504842; note: potency is the fitted concentration of half-maximal effect; % is set by controls: 0 for no effect and ±100 for the full control effect; nearly all actives have a fitted effect of over 80% in size
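Eu-cryptate anti-ADP/ADP-d2 competition gives a ratio inversely related to ADP. Enzyme at 25 nM was pre-exposed to compound for 10 min, then given 10 uM ATP for 30 min, 37°C throughout.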
Nrf2 activator: activates Nrf2 signaling | AID 624171 | AREc32 ARE-luciferase reporter (MCF7-derived line), luminescence, 24 h | actives 0.31% (n = 410,000) | Potency, µM (titrated, usually from 46.1 µM), for inactives: at the highest dose activation, actives largely listed as activators; note: potency is the fitted concentration of half-maximal effect; % of control where 0% means no effect; nearly all actives have a fitted effect of over 65% in size
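Luciferase luminescence (Steady-Glo, 30 min at room temperature) served as the read-out of ARE activation in AREc32 cells treated with compounds for 24 hr at 37 deg C.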
TGFb inhibitor: TGF-b pathway inhibition | HepG2 CAGA-GFP TGF-b/SMAD3 reporter, GFP fluorescence, 18 h; TGF-beta stimulated, 500 pg/mL final | Potency, µM (titrated, usually from 46.1 µM), for the others: at the top dose activity, negative = inhibition, hits mostly inhibitors | actives 1.2% (n = 410,000) | AID 588855; note: potency is the fitted concentration of half-maximal effect; % is set by controls: 0 for no effect and ±100 for the full control effect; nearly all actives have a fitted effect of over 65% in size
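Smad-responsive CAGA-GFP expression was quantified in HEPG2 cells exposed to compounds and 500 pg/mL final TGF-beta for 18 h at 37 degrees C; unstimulated wells defined full inhibition.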
* = called active by the depositor; i = inactive; ? = inconclusive; nt = not tested or not shown; [ ] = dose if it differs, or a comment. Unless noted, calls come from the whole dose curve; as a rule, active = well fitted curve in the direction sought with a large enough effect; inconclusive = small, poorly fitted or top-dose-only effect, or another doubt; inactive = no such curve, though single readings can be large; an effect the other way counts as inactive or inconclusive. This is a subset (hit frequency here may not be typical).

SMILES | Nrf2 block | A549 viability | pAkt inh | CCT chaperon mod | HepG2 viability | S2 tox | MmCpn inh | Nrf2 activator | TGFb inhibitor
CC(C)c1oc(=O)cc2c1[C@@H](O)[C@H]1OC(=O)[C@@]3(C)C[C@@H](O)[C@@H](O)[C@@]2(C)C13 (some centres not stated) | 18µM* | ? | i | 0.4 | -25% | ? | 1% | -2.4% | 8.9µM*
S=C(NCCc1ccccc1)N1Cc2cc(N3CCCCC3)ccc2-n2nncc2C1 | nt | nt | i | -1.3 | -26% | i | nt | 4.2% | 10µM*
Cn1cccc1/C=C1/C(=O)NC(=S)N(Cc2ccc(F)cc2)C1=O | -8% | ? | i | -2.2 | -12% | i | -2% | -0.5% | -8%
CCOC(=O)c1c(NC(=O)c2c(N)n(CCCOC)c3nc4ccccc4nc23)sc2c1CCCC2 | 11% | 0% | i | -7.6 | -2% | i | -3% | -0.3% | ?
CCOP(=O)(Nc1ccc2c(c1)C(=NNC(N)=S)c1ccccc1-2)OCC | -28% | 0% | i | -1.1 | -32% | ? | nt | 9.5% | ?
c1ccc(CNC2CCCCCCC2)cc1 (tested in a mixture with another compound) | 8% | ? | i | -1.0 | -16% | i | nt | 0.5% | -1%
Cc1ccc(Cn2cccc(C(=O)Nc3cc([N+](=O)[O-])ccc3C)c2=O)cc1 | nt | 17% | nt | nt | -6% | i | nt | 3.0% | -35%
COc1cc(NS(=O)(=O)c2ccc3c(c2)oc(=O)n3C)cc(OC)c1OC | ? | -6% | i | -1.2 | -11% | ? | 1% | -0.6% | -7%
CC1CCCCC1n1c(-c2cccnc2)n[nH]c1=S (configuration not stated) | 0% | 16% | i | 2.2 | -15% | i | -2% | -0.2% | -7%
O=C(NCC(c1cccs1)N1CCOCC1)c1cc([N+](=O)[O-])cc([N+](=O)[O-])c1 (configuration not stated) | ? | -11% | i | 0.0 | -7% | i | 2% | 1.9% | -7%
COC(=O)c1cn(S(=O)(=O)c2ccccc2)c2ccccc12 | -16% | 3% | i | -0.6 | -10% | ? | 0% | 3.4% | 0%
c1cc2c(cc1[C@H]1OC[C@H]3[C@@H]1CO[C@@H]3c1ccc3c(c1)OCO3)OCO2 | -20% | 0% | i | 1.1 | -15% | i | 0% | 0.2% | -21%
c1cnc2ccc(C(c3nnnn3C3CCCCC3)N3CCN(C4CCCCC4)CC3)cc2c1 (configuration not stated) | 9% | -6% | i | 1.1 | -10% | ? | nt | -0.6% | 10%
COCCNC(=O)N1[C@H]2CC[C@@H]1C(C(=O)OC)=C(c1ccc(OC(F)(F)F)cc1)C2 | ? | -12% | i | 0.0 | -33% | i | 1% | -0.5% | -14%
CCN(CC)CCN/N=C(\C)c1c(O)[nH]c(=O)[nH]c1=O | 13% | 0% | i | -1.0 | -2% | i | 3% | -0.8% | -6%
Cc1cc(N2CCCCC2)nc2ccc(NC(=O)CCC(=O)N3CCN(c4cccc(Cl)c4)CC3)cc12 | ? | -15% | nt | nt | -7% | i | nt | 1.0% | ?
CCOC(=O)C1C(=O)NC23CCCC2C1c1ccccc1O3 (configuration not stated) | -3% | -6% | i | -23 | -35% | ? | 0% | -0.3% | -26%
CCOc1ccc(-c2cc(C)[n+](CCO)c(-c3ccc(OCC)cc3)c2)cc1 | 12µM* | -7% | i | 1.3 | -23% | i | -8% | 0.2% | -9%
CCOC(=O)c1c(-c2ccccc2)oc2ccc(OC(=O)N(C)C)cc12 | ? | 0% | i | -10 | -19% | i | -4% | 3.2% | 39%[activator]
COC(=O)c1ccccc1OP1(=O)COc2ccccc2OC1 | 7% | -7% | i | 0.7 | 5% | i | 0% | -0.3% | 1%
CCCCN1C(=O)NC(=O)C2(Cc3c(nc4ccccn4c3=O)N3CCc4ccccc4C32)C1=O (configuration not stated) | 12% | nt | i | -1.0 | -33% | i | -2% | ? | 4%
O=C(Nc1ccc(Br)cc1)c1nn(C23CC4CC(CC(C4)C2)C3)cc1Br | nt | -2% | i | -8.1 | -4% | i | 1% | 0.0% | ?
C=CCn1c(=O)c(C=Nc2c(OC)cccc2[N+](=O)[O-])c(O)n(CCCC)c1=O | -18% | -13% | i | 0.6 | 5% | i | -13% | 19% | 19%
Cc1ccc(-c2[nH]nc3c2C(c2ccccc2OC(=O)N2CCOCC2)C(C#N)=C(N)O3)cc1 (configuration not stated) | 6% | -1% | i | 1.8 | 6% | i | -1% | 21% | ?
COc1ccc(N2CCN(CCCNC(=O)c3cnn(-c4ccc(F)cc4)c3-n3cccc3)CC2)cc1 | ? | 1% | nt | nt | -2% | i | nt | 3.5% | -10%

A draw from above in order of count of non-hydrogen atoms, smallest number first.
SMILES | Nrf2 block | A549 viability | pAkt inh | CCT chaperon mod | HepG2 viability | S2 tox | MmCpn inh | Nrf2 activator | TGFb inhibitor
O=C(Nc1ccc(Br)cc1)c1nn(C23CC4CC(CC(C4)C2)C3)cc1Br | nt | -2% | i | -8.1 | -4% | i | 1% | 0.0% | ?
COc1cc(NS(=O)(=O)c2ccc3c(c2)oc(=O)n3C)cc(OC)c1OC | ? | -6% | i | -1.2 | -11% | ? | 1% | -0.6% | -7%
Cc1ccc(Cn2cccc(C(=O)Nc3cc([N+](=O)[O-])ccc3C)c2=O)cc1 | nt | 17% | nt | nt | -6% | i | nt | 3.0% | -35%

Later entries:
SMILES | Nrf2 block | A549 viability | pAkt inh | CCT chaperon mod | HepG2 viability | S2 tox | MmCpn inh | Nrf2 activator | TGFb inhibitor
COC(=O)C(O)(c1ccc(N(C)C(=O)c2ccc(Cl)c(Cl)c2)cc1)C(F)(F)F (configuration not stated) | 5% | -1% | i | -5.7 | -20% | i | 1% | 1.3% | -5%
COc1ccc(CN(CCc2c[nH]c3ccccc23)Cc2ccc(OC)cc2)cc1 | 7% | -22% | i | 1.3 | -80% | i | nt | 8.4% | ?
O=C(c1ccc(Cl)cc1)C1CCCN(Cc2ccon2)C1 (configuration not stated) | 4% | -1% | i | -0.8 | -14% | i | 0% | -0.8% | ?
N#CC12c3ccccc3C(=O)N1Cc1cnnn1-c1ccccc12 (configuration not stated) | nt | nt | i | -0.3 | -16% | i | nt | 0.2% | ?
Cc1nc2ccccc2c2c1C(=O)N(C(C)C)C2=O | 13% | 6% | i | -1.1 | 0% | i | 0% | 0.1% | 4%
CCN(Cc1ccccc1)C(=O)Cn1c(=O)oc2ccccc21 | 11% | 5% | i | -3.3 | 0% | i | 0% | 0.1% | 18%
Cc1ccc(NC(=O)NCc2ccc3c(c2)CCN3C(=O)c2ccccc2)c(Cl)c1 | nt | -2% | nt | nt | -13% | i | nt | 0.3% | ?
O=C(Nc1ccc(Cl)cc1C(=O)c1ccccc1)c1ccccc1 | nt | 0% | i | -2.2 | -38% | i | 0% | -0.3% | -7%
COc1ccccc1OCC#CCN1CCOCC1 | 11% | -3% | i | 0.6 | -7% | i | -9% | 2.0% | 0%
Cn1c(=O)[nH]c2nncnc2c1=O | -7% | -18% | i | 0.2 | -33% | i | nt | -2.5% | -24%
COc1ccc(C(c2nnnn2-c2ccc3c(c2)OCCO3)N2CCC3(CC2)C(=O)NCN3c2ccccc2)cc1 (configuration not stated) | nt | nt | i | 0.5 | -2% | ? | nt | -0.4% | ?
CN(Cc1ccccc1)C(=O)c1ccc(NC(=O)C2CCN(C(=O)OC(C)(C)C)CC2)cc1 | 16µM* | -5% | i | -2.1 | 2% | ? | 2% | 3.0% | -9%
O=C(CCS(=O)(=O)c1ccccc1)Nc1nnc(-c2ccco2)o1 | 11% | -4% | i | -1.9 | -4% | i | 0% | ? | 0%
COc1cccc(N(C(C)=O)C2=NCCCS2)c1 | -1% | -6% | i | -0.3 | 6% | i | -3% | -0.6% | -26%
O=C(c1ccc(F)cc1Cl)N1CCC2(CC1)OCCO2 | -13% | -8% | i | -0.2 | 2% | i | 0% | 0.0% | -6%
O=C(Nc1ncc(Cc2ccccc2)s1)C1=NCCN1 | ? | -4% | i | -4.0 | -28% | i | 1% | 3.0% | -3%
COc1ccc(OCC(=O)N2CCN(Cc3nc4cc([N+](=O)[O-])ccc4n3C)CC2)cc1 | 23µM* | -20% | i | -0.4 | -19% | i | -3% | 5.7% | -16%
COc1ccccc1Sc1ccccc1CC(C)N (configuration not stated) | 12% | 0% | i | -4.0 | -13% | i | -2% | -0.1% | 10%
COc1ccc(CN2Cc3cc(-c4ccc(OC)cc4)ccc3-n3nncc3C2)cc1 | nt | nt | i | -0.5 | 0% | ? | nt | 9.6% | ?
O=S(=O)(c1ccc(Cl)cc1)N1CN2CCN(C2)C1 | 13% | 0% | i | 1.9 | -4% | i | -1% | -0.5% | 7%
O=C(O)CNC(=O)C(CS)Cc1ccccc1 (configuration not stated) | 10µM* | -10% | i | 0.3 | 1% | i | 0% | 0.2% | 23%
COC(=O)[C@]12OC[C@]34C([C@@H](O)[C@@H]1O)[C@]1(C)CC(=O)C(O)=C(C)[C@@H]1C[C@H]3OC(=O)[C@H](O)[C@@H]24 (some centres not stated) | 1.3µM* | ? | i | -2.6 | -7% | ? | 0% | -2.8% | ?
COc1ccc(N2C(=O)/C(=C/c3ccc(OC)c(OC)c3)C(=O)NC2=S)cc1 | -7% | -9% | i | -1.9 | 0% | i | 2% | 0.0% | -3%

Only Nrf2 activator and pAkt inh, for 5 of the compounds above:
| mol | Nrf2 activator | pAkt inh |
| --- | --- | --- |
| COc1ccc(N2C(=O)/C(=C/c3ccc(OC)c(OC)c3)C(=O)NC2=S)cc1 | 0.0% | i |
| COc1ccccc1Sc1ccccc1CC(C)N (configuration not stated) | -0.1% | i |
| COc1cccc(N(C(C)=O)C2=NCCCS2)c1 | -0.6% | i |
| O=C(CCS(=O)(=O)c1ccccc1)Nc1nnc(-c2ccco2)o1 | ? | i |
| COc1ccc(C(c2nnnn2-c2ccc3c(c2)OCCO3)N2CCC3(CC2)C(=O)NCN3c2ccccc2)cc1 (configuration not stated) | -0.4% | i |
